Compound activity deposited in PubChem by National Center for Advancing Translational Sciences (NCATS).
Lipid storage S3: qHTS Assay for Lipid Storage Modulators in Drosophila S3 Cells; Drosophila S3 cells, BODIPY lipid droplet fluorescence, 18-24 h; cells fed with added oleic acid; 320,000 tested, 0.64% active; Potency in µM for hits, for the others lipid storage change, negative = inhibition, % at the top dose, mostly 46.1 µM; AID 2685; active = well fitted inhibition curve with a large enough effect in the signal ratio, with a control signal flat, not every such curve was filed as active; inconclusive = small, poorly fitted or top-dose-only effect, or effect the other way, or a change in a side signal; the % refers to the signal ratio
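Laser-scanning cytometry quantifies lipid droplet accumulation (500–530 nm total intensity; droplet/cell object ratio) in oleic acid-fed (400 uM added) Drosophila S3 cells treated with a concentration series. 20 uM Triacsin C defined 100% inhibition.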
Lipid storage S3 cell count max: second read-out of Lipid storage S3, no call of its own (marks repeat the call); cell number change, %; measured here: cell count max response;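 cells counted by Cell Tracker Red CMTPX staining in the red channel; peak over a dose series mostly up to 46.1 µM; percent activity relative to internal control wells on each plate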
The depositor's hits bear a star; i = inactive; ? = inconclusive; / = no result given. % is set by controls: 0 for no effect and ±100 for the full control effect; potency is the fitted concentration of half-maximal effect.

Every second line gives: Lipid storage S3	Lipid storage S3 cell count max
> CC(=O)c1cccc(NS(=O)(=O)c2c(C(=O)N3CCOCC3)c(C)n(C)c2C)c1
→ ?	/
> CC(Sc1nc(N)cc(=O)[nH]1)C(=O)N1CCOCC1 (configuration not stated)
→ ?	/
> c1ccc(Oc2cc(-n3cccn3)ncn2)cc1
→ i	-11
> CCOC(=O)C1=C(C)N=c2s/c(=C\c3ccc(OC(C)=O)c(OCC)c3)c(=O)n2C1/C=C/c1ccccc1 (configuration not stated)
→ ?	/
> O=C(NCCc1ccc(Cl)cc1)C1CCN(S(=O)(=O)c2ccc(-n3cnnn3)cc2)CC1
→ 21%	-20
> O=C(c1ccco1)N1CCN(C(=S)Nc2ccccc2Cl)CC1
→ ?	/
> CCOc1ccc(S(=O)(=O)N2c3ccccc3CC2C)cc1 (configuration not stated)
→ ?	/
> O=C(NCCS(=O)(=O)c1ccc(Br)cc1)c1ccccc1
→ -10%	14
> NC(=O)c1nn(-c2ccc(Oc3ccccc3)cc2)c(=O)cc1O
→ ?	/
> CC(=O)N(CCO)Cc1cc2cc(C)cc(C)c2[nH]c1=O
→ i	8
> N#CCCn1nc(-c2ccccc2)c2ccccc2c1=O
→ 24%	9
> CCCNc1sc(S(=O)(=O)CCC)nc1S(=O)(=O)c1ccc(C)cc1
→ 11%	/
> COC(=O)NC(NC(=S)Nc1ccc([N+](=O)[O-])cc1)C(Cl)(Cl)Cl (configuration not stated)
→ ?	/
> CC(Nc1ccc(F)cc1F)C(=O)NC(=O)NC1CCCCC1 (configuration not stated)
→ 21%	49
> CCn1cc(C(=O)NCCCOC)c2cc(OC)c(OC)cc2c1=O
→ i	/
> COc1ccc(C2=NOC(C(=O)Nc3cc(C)nn3-c3ccccc3)C2)cc1OC (configuration not stated)
→ ?	/
> CC(=O)c1cc2c(cc1NS(=O)(=O)c1ccc(F)cc1)OCO2
→ ?	/
> COc1ccc(C(C)NC(=O)c2ccncc2)cc1OC (configuration not stated)
→ -24%	-6
> COc1ccc(-c2ocnc2C(=O)N2CCN(C(=O)C(c3ccccc3)c3ccccc3)CC2)cc1
→ i	14
> Cc1sc2ncn(CC(=O)OC(C)C)c(=O)c2c1C
→ ?	/
> COc1ccc2oc(/C=C/N(C)C)c(C(=O)c3ccc(Cl)cc3)c2c1
→ 19%	-1
> N#Cc1ccc(CSc2nnc(Cc3cccs3)n2Cc2ccco2)cc1
→ -10%	2
> CCCN1CCCc2ccccc21
→ 1%	-13
> COc1ccccc1-c1nnc2sc(-c3ccc(N(C)C)cc3)nn12
→ ?	/
> COc1ccc2occ(C(C)=O)c2c1
→ ?	/
> S=C(NCc1ccccc1)N1CCN(C2CCCCC2)CC1
→ ?	/
> COCCCNC(=O)/C(=C\c1cccn1C)NC(=O)c1cccs1
→ 6%	3
> CCCn1c(SCC(=O)NC)nc2sc3c(c2c1=O)CCC3
→ i	-2
> Nc1c(C(=O)O)nnn1Cc1ccccc1
→ ?	/
> C[C@@H](CN1C2=NC[C@H](Cc3ccccc3)N2C[C@H]1Cc1ccc(O)cc1)NC(=O)CCC1CCCCC1
→ 3%	8

Some of the entries so far, tab-delimited:
SMILES	Lipid storage S3	Lipid storage S3 cell count max
S=C(NCc1ccccc1)N1CCN(C2CCCCC2)CC1	?	/
Nc1c(C(=O)O)nnn1Cc1ccccc1	?	/
CCCn1c(SCC(=O)NC)nc2sc3c(c2c1=O)CCC3	i	-2
COc1ccc2oc(/C=C/N(C)C)c(C(=O)c3ccc(Cl)cc3)c2c1	19%	-1
COc1ccc2occ(C(C)=O)c2c1	?	/
COc1ccccc1-c1nnc2sc(-c3ccc(N(C)C)cc3)nn12	?	/
COCCCNC(=O)/C(=C\c1cccn1C)NC(=O)c1cccs1	6%	3

Following part:
Every second line gives: Lipid storage S3	Lipid storage S3 cell count max
> C=C(C(=O)Oc1ccccc1C(C)(C)C)c1ccccc1
→ ?	/
> Cc1ccc(OCC(=O)Nc2ccc(F)cc2)cc1
→ i	13
> CCOc1ccccc1Nc1nc(N)nc(CSc2nncn2C)n1
→ ?	/
> CC1CC(C)CN(S(=O)(=O)c2ccc(C(=O)Nc3nnc(-c4cccs4)o3)cc2)C1 (configuration not stated)
→ 9%	-6
> COc1cc(/C=N/NC(=O)Nc2cccc3nsnc23)cc(OC)c1OC
→ i	/
> CC(Oc1ccc(Br)cc1)C(=O)N1CCC(C(N)=O)CC1 (configuration not stated)
→ ?	/
> O=C(/C=C/c1ccccc1Cl)NC1CCS(=O)(=O)C1 (configuration not stated)
→ 29%	27
> CCc1ccccc1NC(=O)CNC(=O)c1ccccc1OCc1c(C)noc1C
→ ?	/
> c1ccc(OCCCCn2cnc3ccccc32)cc1
→ ?	/
> Cc1cccc(Nc2nc(-c3ccc(O)c(O)c3)cs2)n1
→ ?	/

One compound at a time, as listed above. Order of values: Lipid storage S3 | Lipid storage S3 cell count max
CCOc1ccccc1Nc1nc(N)nc(CSc2nncn2C)n1 is listed as ? | /
CC(Oc1ccc(Br)cc1)C(=O)N1CCC(C(N)=O)CC1 (configuration not stated) is listed as ? | /

Next section.
Every second line gives: Lipid storage S3	Lipid storage S3 cell count max
> CCOC(=O)COn1c(-n2nc(C)cc2C)nc2ccccc2c1=O
→ i	13
> Cc1ccc(S(=O)c2snnc2C)cc1 (configuration not stated)
→ 10%	/
> COc1ccc(S(=O)(=O)N2CCC(C(=O)N[C@@H](C)C(=O)NC3CCCC3)CC2)cc1
→ ?	/
> c1ccc(CCCNc2ncnc3nc[nH]c23)cc1
→ ?	/
> CCc1ccc(/C=C\C(=O)N2CCc3ccccc3C2)cc1
→ 2%	-21
> CC(C)NC(=O)CN1C(=O)CSc2ccc(S(=O)(=O)N3CCCC3)cc21
→ ?	/
> O=C(NC1CCSC1=O)C1CC(=O)N(c2ccc(F)cc2)C1 (configuration not stated)
→ ?	/
> CCOc1ccc(C(=O)CCC(=O)N(CC)CC(=O)NCc2cccs2)cc1
→ 15%	13
> O=C(CCn1c(=O)[nH]c2ccsc2c1=O)N1CCN(c2cccc(Cl)c2)CC1
→ i	-26
> CNC(=O)c1ccc(-c2ccc(OC)cc2)s1
→ ?	/
> O=C(CN1CCc2ccccc2C1)NCc1ccco1
→ ?	/
> COc1ccc(CCNC(=O)CSC(=O)c2ccccc2)cc1OC
→ ?	/
> CCN(c1cccc(C)c1)S(=O)(=O)c1c(C)[nH]c(C)c1C(=O)N1CCCCC1
→ i	-9
> O=C(COC(=O)c1ccccn1)NCCCc1ccccc1
→ ?	/
> COc1cccc(NC(=O)Nc2ccccc2C(N)=O)c1
→ ?	/
> O=C(c1cccc(S(=O)(=O)N2CCOCC2)c1)N(Cc1ccc(F)cc1)Cc1ccco1
→ ?	/
> COC(=O)c1ccc(CSc2nnc(NC(C)C)s2)o1
→ 2%	12
> COc1ccc(-c2[nH]ncc2CN2CCN(C(=O)c3ccco3)CC2)cc1F
→ -10%	-8
> Cc1ccccc1C(=O)NC1CCN(Cc2ccccc2)CC1
→ -13%	10
> CCC1CCCCN1C(=O)CSc1nnc(-c2ccc3c(c2)OCCO3)o1 (configuration not stated)
→ -10%	-13
> CC(=O)OCC1=C(C(=O)O)N2C(=O)C(NC(=O)CC(C)c3ccccc3)C2SC1 (configuration not stated)
→ ?	/
> CCN(CC)S(=O)(=O)c1cc([N+](=O)[O-])ccc1NNC(=O)Nc1ccccc1
→ ?	/
> CCN(C(=O)COC(=O)/C=C/c1c(C)nn(-c2ccccc2)c1C)C1CCS(=O)(=O)C1 (configuration not stated)
→ 18%	2
> Cc1nn(C(C)C(=O)N2CCCCC2)c(=O)c2c1sc1ccccc12 (configuration not stated)
→ 5%	-8
> Cc1nc(N2CCCCCC2)c2ccccc2n1
→ ?	/
> Cc1ccc(NC(=O)c2ccc(C(=O)c3ccccc3)cc2)nc1
→ ?	/
> COc1ccc(/C=C/C(=O)Nc2ccc(-n3nncc3-c3ccccc3)cc2)cc1OC
→ ?	/
> NC(=O)COC(=O)c1cccc(S(=O)(=O)N2CCCCC2)c1
→ ?	/
> C/C(N)=C(/C#N)C(=O)COC(=O)C1CCC(C(C)(C)C)CC1 (configuration not stated)
→ ?	/
> CSc1nnc(NC(=O)c2ccc(C)c(S(=O)(=O)N3CCOCC3)c2)s1
→ ?	/
> Cn1cc(C(=O)C(=O)N2CCOCC2)c2ccccc21
→ -28%	-4
> O=C(CN1CCCCCCC1)Nc1cccc(Cl)c1Cl
→ ?	/
> Cc1[nH]c(=O)[nH]c(=O)c1S(=O)(=O)NCCc1ccc(S(N)(=O)=O)cc1
→ ?	/
> COc1ccc(C(C#N)N2N=C(c3ccccc3)CC2c2ccccc2)cc1OC (configuration not stated)
→ ?	/
> COc1cc(OC)c(/C=N/NC(=O)c2ccncc2)c(OC)c1
→ i	11
> COC(=O)c1ccc2c(c1)N(C)C(=O)CS2
→ ?	/
> CCCn1nnnc1NC(=O)c1ccc2ccccc2c1
→ ?	/
> CC(=O)NNC(=O)c1csc(Cc2c(Cl)sc3ccc(Cl)cc23)n1
→ -8%	8
> Cc1cc(C)cc(OCC(=O)OCC(=O)NCc2ccco2)c1
→ 23µM*	11*
> COc1ccc(CN2CC(C(=O)NCc3ccccn3)CC2=O)cc1 (configuration not stated)
→ ?	/
> COc1ccccc1CN(C)C(=O)CN1C(=O)c2ccccc2C1=O
→ i	15
> CCOC(=O)c1cc2[nH]c3ccccc3c2[n+](-c2ccc([N+](=O)[O-])cc2)c1N
→ ?	/
> O=C(Cn1cnc2ccccc2c1=O)c1ccc2ccccc2c1
→ ?	/
> CC(C)c1nnc(SCC(=O)Nc2ccc3c(c2)OCO3)n1C
→ 1%	15
> CCC(C)N1C(=O)CCC1C(=O)N1CCN(c2ccccc2F)CC1 (configuration not stated)
→ -4%	12
> Cc1ccccc1C(=O)c1cccn1CC(=O)NCCCN1CCCCC1
→ ?	/
> CC1CCCC(NC(=O)COC(=O)c2ccc3ncsc3c2)C1C (configuration not stated)
→ ?	/
> O=C(O)c1cccnc1SCc1cn2cc(Cl)ccc2n1
→ ?	/
> CC1CC(C)CN(C(=O)c2ccncc2)C1 (configuration not stated)
→ 10%	7
> COc1ccc(N=C/C=C2\C=C(c3ccccc3)OC(C)(C)O2)cc1
→ 0%	6

The listing continues.
Every second line gives: Lipid storage S3	Lipid storage S3 cell count max
> Cc1cc(C(=O)Nc2ccc(F)cc2C)n(-c2ccccc2)n1
→ ?	/
> Cc1cc(NS(=O)(=O)c2ccc(NC(=O)c3ccc([N+](=O)[O-])c(Cl)c3)cc2)no1
→ ?	/
> COC(=O)C1=CN(c2cc(C)cc(C)c2)C=C(C(=O)OC)C1c1ccc(OC)c(O)c1
→ ?	/
> COc1ccc(N2C(=O)CSC2c2ccc3c(c2)OCO3)c(OC)c1 (configuration not stated)
→ i	15
> COc1cc(/C=N/N=C2/C(=O)Nc3ccccc32)cc(OC)c1O
→ 4%	/
> Cc1cc(OCC(=O)OCC(=O)Nc2cccnc2Cl)ccc1Cl
→ ?	/
> CCOc1ccc2nc(NC(=O)CSc3cn[nH]n3)sc2c1
→ -21%	/
> Cc1oc(-c2cccs2)nc1CN1CCC(c2ccccc2)CC1
→ 16%	0
> O=C(Oc1cccc2c(=O)[nH]ccc12)c1ccccc1
→ ?	/
> COc1ccccc1CNC(=O)COC(=O)/C=C/c1cccs1
→ ?	/
> COc1cc(-c2noc(C)c2C#CC2(N)CCCCC2)cc(OC)c1OC
→ 20%	-20
> CCOC(=O)C(C)(C)N(Cc1cccc(C)c1)S(=O)(=O)c1ccc(Cl)c([N+](=O)[O-])c1
→ 16µM*	-22*
> CCCCN(C(=O)CN1C(=O)C2CCCCC2C1=O)c1c(N)n(CCC)c(=O)[nH]c1=O (configuration not stated)
→ ?	/
> COc1ccccc1NC(=O)NC1(C(=O)N2CCN(C)CC2)CCCCC1
→ ?	/
> COc1ccc(N2CCCn3c2nc2c3c(=O)n(Cc3ccc(C)cc3)c(=O)n2C)c(OC)c1
→ ?	/
> CCCc1cc(=O)[nH]c(SCC(=O)NC2(C#N)CCCCC2)n1
→ ?	/
> COc1ccc(/C=C/C(=O)c2ccc(OC)cc2OC)c(OC)c1
→ ?	/
> Cc1ccc(NC(=O)C(=S)NCc2ccco2)cc1
→ 14%	-9
> CCn1c(=O)c2c(nc(SCC(=O)N3CCCC(C)C3)n2C)n(C)c1=O (configuration not stated)
→ ?	/
> COc1cccc(C2C3=C(N=c4s/c(=C\c5ccccc5O)c(=O)n42)c2ccccc2CC3)c1OC (configuration not stated)
→ -7%	0

Already shown: 2 of the compounds above.
Every second line gives: Lipid storage S3	Lipid storage S3 cell count max
> COc1cc(-c2noc(C)c2C#CC2(N)CCCCC2)cc(OC)c1OC
→ 20%	-20
> CCOC(=O)C(C)(C)N(Cc1cccc(C)c1)S(=O)(=O)c1ccc(Cl)c([N+](=O)[O-])c1
→ 16µM*	-22*

New compounds follow.
Every second line gives: Lipid storage S3	Lipid storage S3 cell count max
> OC12CC3C[C@H](C1)C(N1CCOCC1)[C@@H](C3)C2 (some centres not stated)
→ ?	/
> CC(C)(O)C1Cc2cc(/C=C/C(=O)O)c(O)cc2O1 (configuration not stated)
→ -13%	-12
> CCN(Cc1cnn(C)c1)Cc1nc(C2(c3ccc(C)cc3)CCCC2)no1
→ 7%	-6
> CC(C)(C)c1cc(NC(=O)COc2ccc(Br)cc2)n(-c2ccccc2)n1
→ ?	/
> CCCCOC(=O)C1=C(C)NC(=O)NC1c1ccc(N(C)C)cc1 (configuration not stated)
→ ?	/
> CN(C)CCNC(=O)/C=N/O
→ 13%	-5
> CC(NCc1cc(Br)ccc1OCC(=O)NCc1ccccc1)c1ccccc1 (configuration not stated)
→ ?	/

Not all compounds are listed (hit frequency here may not be typical).
